Myeloid diff 2 = induction of myeloid progenitor differentiation, primary screen, cell-based, flow cytometry, MLPCN library. actives 1% (n = 360,000). ER-HoxA9 myeloid progenitors, lysozyme-GFP differentiation. calls only at 10 µM;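 active means normalized GFP-positive differentiation at or above the plate's own cutoff, the solvent-only control mean plus 3 SD; inconclusive means no clear call, values can overlap the other calls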;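 further: cells exposed to compound for four days before flow analysis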
Myeloid diff 2 GFP+ MAC1+ % = second read-out of Myeloid diff 2, no call of its own (marks repeat the call); GFP+ MAC1+ double positive, %; measured here: differentiation confirmed by MAC1 staining
An asterisk follows results filed as active; i = inactive; ? = inconclusive; . = no result given. Some of the compounds tested; rates above refer to the full screens.

SMILES	Myeloid diff 2	Myeloid diff 2 GFP+ MAC1+ %
COc1cc(C(=O)NNC(=O)c2n[nH]c3ccccc23)cc(OC)c1OC	i	1.1
CC(=O)Nc1ccccc1OCC(=O)NC1CCCCC1C (stereo not given)	i	1.1
O=C(NC1CCCC1)C1C(c2ccc(C(F)(F)F)cc2)=Nc2ccccc2N1C(=O)c1ccccc1 (stereo not given)	i	3.1
O=C1Nc2ccccc2N=C(c2ccc3c(c2)OCO3)C1N(C(=O)c1ccc2ccccc2c1)C1CC1 (stereo not given)	i	1.2
CC1C(=O)c2ccccc2CC1C(=O)O (stereo not given)	i	0.7
COC(=O)[C@@]1(Sc2ccc(OC)cc2)CC(=O)N[C@@H]1c1ccccc1	i	0.7
Cc1cccc(OCCNC(=O)CCc2ccccc2)c1	i	0.2
O=C(COc1ccc(Cl)cc1Br)NC1CC1	i	0.5
Cc1ccc(NC(=O)c2ccc(OCC3CCCO3)cc2)cc1Cl (stereo not given)	i	1.5
O=C1OCCN1C(=O)[C@H]1[C@H](c2ccc(F)cc2)C(c2ccccc2)=NN1c1ccccc1	i	2.7
O=C1OCC2=C1C(c1ccc3c(c1)OCO3)c1cc3c(cc1O2)OCO3 (stereo not given)	?	.
O=C(Nc1ccc(Oc2ccccc2)cc1)c1csc([C@@H]2O[C@H](CO)[C@H](O)[C@H](O)[C@H]2O)n1	i	0.3
NC(=S)c1ccc[n+]([O-])c1	i	1.1
C=CCC[C@H](Cc1ccc(F)cc1)C(=O)OC[C@@H](Cc1c[nH]c2ccccc12)NC(=O)[C@@H](CC=C)CC(=O)N(CCO)Cc1ccccc1	i	2.0
CC(CC(=O)c1ccc(F)cc1)N1CCN(c2ccccc2)CC1 (stereo not given)	i	1.2
O=C(/C=C/c1ccc(Br)o1)OCc1nc2ccsc2c(=O)[nH]1	i	1.0
CC(=O)N(C)c1ccc(C=C2C=Cc3ccccc32)cc1	i	0.7
CCOc1ccc(Br)cc1CC(=O)O	i	0.6
COc1cc2cc(CCCOC(=O)c3ccc4c(c3)OCO4)oc(=O)c2cc1OC	i	1.9
COc1ccc(C(=O)OC2C(OC)OCC(O)C2O)cc1 (stereo not given)	i	1.1
Cc1ccc(NC(=O)COC(=O)C2CCC2)cc1S(=O)(=O)N1CCOCC1	i	0.6
Cc1ccc(NC(=O)c2ccccc2OCc2c(C)noc2C)cc1S(=O)(=O)N(C)C	i	1.0
CS(=O)(=O)c1cc(C(=O)O)cc(NCc2ccccc2)c1Oc1ccccc1	i	0.3
Cc1nccn1-c1ccc(NC(=O)[C@H]2O[C@@H](n3ccc(N)nc3=O)[C@H](O)[C@@H]2O)cc1	i	0.0
CNC(=O)N(O)C1N(NC(=O)Nc2ccccc2)C(=S)SC1(C)C (stereo not given)	i	0.3
Cc1ccc(S(=O)(=O)Nc2nc(CN3CCOCC3)nc3sc(C)c(C)c23)cc1	i	1.8
O=C(COc1ccc(CNC[C@H]2O[C@@H](n3ccc(=O)[nH]c3=O)[C@H](O)[C@@H]2O)cc1)Nc1nccs1	i	2.6
CC1=CC(=NOS(=O)(=O)c2ccc(C)cc2)CC(C)(C)C1	i	0.9
CCOC(=O)N1CCN(C(=O)C[C@@H]2C[C@@]3(C(=O)OCC)CCCC=C3N(Cc3ccc(Cl)cc3Cl)C2=O)CC1	i	0.5
C[C@@H]1CN([C@@H](C)CO)C(=O)c2cc(NC(=O)CCN3CCOCC3)ccc2O[C@@H]1CN(C)C(=O)Nc1ccccc1	i	0.1
COc1ccc([C@H]2CC(=O)C=C(c3ccc(OC)nc3)C2)cc1	i	0.9
Cc1occc1C(=O)N1CCN(S(=O)(=O)c2ccc(F)cc2)CC1	i	0.4
CCCCN(C(=O)c1ccc2c(c1)S(=O)(=O)N=C1CCCCCN12)c1c(N)n(CCCC)c(=O)[nH]c1=O	i	0.9
COc1ccc2c(c1)c(C(C)=O)c(C)n2-c1ccccc1OC	i	0.4
Cc1c(C(=O)OCC(=O)N2CCCC(C)C2)oc2ccccc12 (stereo not given)	i	0.7
COc1ccccc1-c1cc2nc(NCCc3ccncc3)ccn2n1	i	0.2
CC(=O)NC(CC(=O)OC(C)C(=O)Nc1ccc(Cl)cn1)c1ccccc1 (stereo not given)	i	0.6
COc1ccc(CNc2cccnc2Cl)cc1	i	0.6
COC(=O)C1=C(C)N(Cc2ccccc2)C(=O)N[C@H]1CCc1ccccc1	i	1.9
Cc1cnc(C(=O)OCC(=O)Nc2ccc(Br)cc2F)cn1	i	0.7
CC(C)=CCC/C(C)=C/CNC(=O)C[C@H]1C[C@H](C(=O)N2CCCCC2)[C@@]2(C)c3[nH]c4cc(CCC(=O)N(C)C)ccc4c3CCN2C1=O	?	.
NC(=O)c1ccsc1NC(=O)COC(=O)c1cnccn1	i	0.8
CC(=O)NC(Cc1ccccc1)C(=O)Oc1ccc2ccccc2c1 (stereo not given)	i	0.3
COCCN(C(=O)COC(=O)COc1ccc2c(c1)CCC2)c1c(N)n(Cc2ccccc2)c(=O)[nH]c1=O	i	0.6
O=c1cc(C2CCCCC2)[nH]c(=O)[nH]1	i	0.3
CCOC(=O)c1c(C)[nH]c(C(=O)OCC(=O)NCc2ccco2)c1C	i	0.8
CCOC(=O)C1=C[C@@H](CC)N(S(=O)(=O)c2ccc([N+](=O)[O-])cc2)[C@H]1c1ccccc1	i	0.9
CC(C)C[C@H]1CNC(=S)N1CC1CCN(CCCC2CCCCC2)CC1	i	1.4
Cc1cccc(C2=NN(c3ccccc3)[C@@H](C(=O)N3CCOC3=O)[C@@H]2c2ccc(Cl)cc2)c1	?	.
CC(C)(C)N(Cc1ccccc1)C(=O)COC(=O)CCN1C(=O)C2CC=CCC2C1=O (stereo not given)	i	0.9

Whole records from above:
Cc1nccn1-c1ccc(NC(=O)[C@H]2O[C@@H](n3ccc(N)nc3=O)[C@H](O)[C@@H]2O)cc1 is entered as Myeloid diff 2: i; Myeloid diff 2 GFP+ MAC1+ %: 0.0
COc1ccc([C@H]2CC(=O)C=C(c3ccc(OC)nc3)C2)cc1 is entered as Myeloid diff 2: i; Myeloid diff 2 GFP+ MAC1+ %: 0.9

Following part:
SMILES	Myeloid diff 2	Myeloid diff 2 GFP+ MAC1+ %
Cn1c(N)c(C(=O)CSc2nnc(C3CC3)n2N)c(=O)n(C)c1=O	i	0.4
CCCCC(=O)N(C)c1c(C)nc2ccc(C(=O)N3CCCCC3)cn12	i	0.6
Nc1c(N(CCC2=CCCCC2)C(=O)c2ccccc2F)c(=O)[nH]c(=O)n1Cc1ccccc1	i	0.9
COc1cc(C(=O)N2CCN(C(=O)C3CCCO3)CC2)cc(OC)c1OC (stereo not given)	i	0.3
CCCCN1C(=O)C(CC(=O)NC2CC2)CC(C(=O)N(CC)CC)=C1C (stereo not given)	i	1.5
O=C1C=C(c2cccc(Br)c2)C[C@@H](c2ccc(F)cc2)C1	i	0.9
COc1cc(CN2C[C@@H](CO)O[C@@H](n3cnc4c(N5CCN(C)CC5)ncnc43)C2)cc(OC)c1OC	i	1.0
CCOC(=O)c1c(C)[nH]c(C(=O)C(C)OC(=O)c2ccc(NC(=O)CC#N)cc2)c1C (stereo not given)	i	0.4
O=C(O)c1cccc(Oc2ccc(C(=O)O)c([N+](=O)[O-])c2)c1	i	0.3
Cc1ccc(S(=O)(=O)N2CCOCC2)cc1C(=O)OCc1nnc(-c2ccccc2)o1	i	0.7
CCc1nc2ccc(C(=O)N3CCCC(C(N)=O)C3)cn2c1N(C=O)CC (stereo not given)	i	1.7
O=C(C[C@@H]1C/C=C\CC[C@@H](Cc2ccc(F)cc2)C(=O)OC[C@@H]2CCCN2C1=O)N[C@H](CO)Cc1ccccc1	i	0.4
CCN1C(=O)[C@H]2[C@@H](c3ccc(OC)cc3)N[C@]3(CCCN(Cc4ccco4)C3=O)[C@H]2C1=O	i	1.1
CC(C)n1ncc2c(C(=O)Nc3ccc(S(C)(=O)=O)cc3)cc(C3CC3)nc21	i	0.5
CNC(=O)C1(C)C=CC2(CCCCC2)N1C(=O)OC (stereo not given)	i	1.1
CC(=O)c1cccc(-c2cnc3c(NC=O)cc(-c4ccccc4)cn23)c1	i	0.0
CN(CC(=O)NCC1CCCO1)S(=O)(=O)c1ccc2ccccc2c1 (stereo not given)	i	0.7
CN(C(=O)CSc1ccc2c(c1)OCCO2)c1ccccc1	i	0.5
O=S(=O)(NC1CCC(NS(=O)(=O)c2c(F)cccc2F)CC1)c1ccc2c(c1)OCCO2 (stereo not given)	i	1.8
CC(Sc1n[nH]c(-c2cccs2)n1)C(=O)Nc1ccc(C(N)=O)cc1 (stereo not given)	i	0.5
CN(c1ccccc1)S(=O)(=O)c1cccc(NS(=O)(=O)c2cccc(C(=O)O)c2)c1	i	1.5
Cc1cc(S(=O)(=O)Nc2nc(CN3CCOCC3)nc3sc4c(c23)CCC4)cc(C)c1C	i	0.4
COc1ccc(-c2cnc3c(NC=O)cc(-c4ccccc4)cn23)cc1OC	?	.
COc1ccc(CN(C)C(=O)c2ccc(OCC(=O)Nc3cccc(C(F)(F)F)c3)c(OC)c2)cc1	i	0.2
CCN(CC)CCCn1c2c(c(SCC(=O)Nc3cc(C)on3)nc1=O)CCC2	i	0.7
Cc1cccc(OCC(=O)Nc2cc(S(=O)(=O)N3CCOCC3)ccc2N2CCCC2)c1C	i	0.6
CCc1nc2c(OCc3ccc(Cl)cc3Cl)cccn2c1N(C)C(=O)C1CC1	i	0.6
CCOC(=O)C1CCCN(C(=O)C(CCSC)NC(=O)COc2ccccc2)C1 (stereo not given)	i	0.5
CCCCn1c(N)c(N(CCOC)C(=O)c2cc3ccccc3cc2OC)c(=O)[nH]c1=O	i	0.6
C[C@H](CO)N1C[C@H](C)[C@@H](CN(C)S(C)(=O)=O)Oc2ccc(NC(=O)NC3CCCCC3)cc2C1=O	i	0.6

A draw from above in order of heavy-atom count, rising.
SMILES	Myeloid diff 2	Myeloid diff 2 GFP+ MAC1+ %
CCN(CC)CCCn1c2c(c(SCC(=O)Nc3cc(C)on3)nc1=O)CCC2	i	0.7
Cc1cc(S(=O)(=O)Nc2nc(CN3CCOCC3)nc3sc4c(c23)CCC4)cc(C)c1C	i	0.4
COc1ccc(CN(C)C(=O)c2ccc(OCC(=O)Nc3cccc(C(F)(F)F)c3)c(OC)c2)cc1	i	0.2

Further compounds.
SMILES	Myeloid diff 2	Myeloid diff 2 GFP+ MAC1+ %
Cn1c(N)cc(=O)[nH]c1=S	i	0.6
CC(=O)Nc1sc(C)c(C)c1C(=O)OCC(=O)NC(C)c1ccccc1 (stereo not given)	i	0.2
O=C(Nc1cccc(Br)c1)C1CCCC1	i	0.3
CC(C)NC(=O)CSc1ccccc1C(=O)N1CCN(S(=O)(=O)/C=C/c2ccccc2)CC1	i	0.8
CC(C)NC(=O)Nc1ccc2c(c1)C(=O)N([C@H](C)CO)C[C@H](C)[C@@H](CN(C)S(=O)(=O)c1ccc(F)cc1)O2	i	0.9
COCCCNC(=O)CSc1nc2cc(S(=O)(=O)N3CCCCC3)ccc2o1	i	1.2
C#CCNC(=O)C1=C[C@@H](c2ccccc2)C[C@@H](OCCCCO)O1	i	1.3
COC(=O)[C@]1(C)N[C@H](CN(C)C(=O)Nc2ccc(Cl)cc2)[C@@H]2C(=O)N(C)C(=O)[C@@H]21	i	0.1
CCN(C(=O)CSc1nnc(-c2cccs2)n1N)c1c(N)n(Cc2ccccc2)c(=O)[nH]c1=O	i	0.2
O=C(COC(=O)CC1CC2CCC1C2)Nc1ccccc1[N+](=O)[O-] (stereo not given)	i	0.7

3 records drawn at random from those above, as already listed:
SMILES	Myeloid diff 2	Myeloid diff 2 GFP+ MAC1+ %
CC1=CC(=NOS(=O)(=O)c2ccc(C)cc2)CC(C)(C)C1	i	0.9
CCc1nc2c(OCc3ccc(Cl)cc3Cl)cccn2c1N(C)C(=O)C1CC1	i	0.6
O=C1OCCN1C(=O)[C@H]1[C@H](c2ccc(F)cc2)C(c2ccccc2)=NN1c1ccccc1	i	2.7

Next section.
SMILES	Myeloid diff 2	Myeloid diff 2 GFP+ MAC1+ %
CC(=O)Nc1cccc(C(=O)OCC(=O)NC2CCCCCCC2)c1	i	0.8
CN(CC(=O)Nc1ccc(Cl)c(C(F)(F)F)c1)C(=O)Cc1n[nH]c(=O)c2ccccc12	i	0.5
COc1cccc(/C=C/C(=O)OCC(=O)NC2CC2)c1OC	i	0.6
CC1(C(=O)Nc2cccc(-n3cnnn3)c2)Cc2ccccc2C(=O)O1 (stereo not given)	i	0.9
CC(=O)C1C=CC(C)(C(=O)O)C2C=C(C)C(=O)C(C)(O)C12 (stereo not given)	i	1.0
CC(C)C#Cc1ccc2c(c1)O[C@@H](CN(C)C(=O)c1cnccn1)[C@@H](C)CN([C@@H](C)CO)S2(=O)=O	i	1.9
Cc1cccnc1NC(=O)Nc1cccc(F)c1	i	1.2
C[C@@H]1COC(=O)[C@H](CC(=O)OC(C)(C)C)C/C=C\C[C@H](CC(=O)NCCO)C(=O)N1	i	0.4
Cn1c(=O)c2[nH]c(CCCc3ccc([N+](=O)[O-])cc3)nc2n(C)c1=O	i	1.4
COCCNc1nc(Oc2ccc(Cl)c(Cl)c2)c2sccc2n1	i	0.3
CC(=NNC(=O)Cn1ccc(C(F)(F)F)n1)c1ccc(-n2ccnc2)cc1	i	0.3
CCc1nc2ccccc2c(C(=O)OCC(=O)Nc2ccc(NC(C)=O)cc2)c1C	i	0.5
CCN1C(=O)[C@H]2[C@@H](c3ccc(C)cc3)N3C(=O)N(c4ccc(C)cc4)C(=O)[C@@]3(CC)[C@H]2C1=O	i	1.7
Cc1ccc([C@H]2C[C@H](O)[C@@H](n3cc(C4CC4)nn3)CN2CC2CCCCC2)cc1	i	1.2
Cc1ccc(C(=O)C=CC=Cc2ccccc2)cc1	i	0.7
COc1ccc2oc(C(=O)OC(C)C(=O)N3C(C)CCCC3C)c(C)c2c1 (stereo not given)	i	0.4
C[C@H]1COC(=O)CCC/C=C\C[C@H](CC(=O)N(CCO)Cc2ccccc2)C(=O)N1	i	2.1

Screening data deposited in PubChem by NMMLSC.
